tim23-1 inh: tim23-1 yeast growth inhibition; S. cerevisiae tim23-1 growth, BacTiter-Glo luminescence, 24 h; inhibition, % at 20 µM; 330,000 compounds, 1.3% hits; AID 463212;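 active means growth inhibition of the mutant yeast at or above 50%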;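 further: temperature-sensitive mutant grown at 25 °C; plate controls were DMSO-treated mutant yeast for no effect and medium wells lacking yeast for full effect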
UPR CHOP act: apoptotic UPR (CHOP) activation; CHO-CHOP luciferase reporter, luminescence; percent of tunicamycin response over DMSO baseline; activation, % at 10 µM; 330,000 compounds, 0.34% hits;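 active means at 10 µM dose, activation of 40% or more, normalized to positive control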;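 further: 100% = tunicamycin at 10 µg/mL and 0% = DMSO alone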
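Evaluation: % reporter activation, DMSO baseline versus tunicamycin full activation; System: CHO-CHOP luciferase reporter cell line; Input: 500 cells/well; Incubation: 6 h compound treatment, 37 °C; Measured by: Steady-Glo luciferase luminescence; Dosing: one dose, 10 µM in 0.5% DMSO; Buffer or medium: F12 medium, 10% FBS; Benchmarks: positive tunicamycin 10 µg/mL, negative DMSO alone.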
TIM10 inh: inhibits growth of TIM10 yeast strain | S. cerevisiae TIM10 strain growth, BacTiter-Glo luminescence, 24 h | 330,000 compounds, 1.4% hits | AID 463195 | inhibition, % at 10 µM;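 active means inhibition of 40% or more at the single tested concentration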;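 further: wild-type TIM10 isogenic control strain grown at permissive 25 °C; 0% = DMSO yeast wells and 100% = minimal medium wells without yeast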
Jurkat NFkB inh: lowers PMA/ionomycin-induced NF-kB signal in Jurkat cells | PMA/ionomycin-induced NF-kB luciferase reporter, luminescence | 330,000 compounds, 0.53% hits | inhibition, % at 4 µM; in the data active means inhibition above about 50%
697 NFkB inh: inhibitors of the PMA/ionomycin-induced NF-kB reporter in 697 B cells; 330,000 compounds, 0.33% hits; AID 435022; 697 B-cell NF-kB luciferase reporter, 16 h; inhibition, % at 4 µM; in the data active means inhibition above about 35%
tim10-1 inh: inhibits growth of tim10-1 mutant yeast; S. cerevisiae tim10-1 ts strain growth, BacTiter-Glo, 24 h; inhibition, % at 20 µM; 330,000 compounds, 2.2% hits;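 active means inhibition of at least 40%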;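 further: mutant grown at 25 °C; 0% = DMSO wells with yeast and 100% = wells holding no yeast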
Mdm2-MdmX inh: disrupts the human Mdm2-MdmX interaction | SaOS-2 split-luciferase Mdm2/MdmX complementation, luminescence | inhibition, % at 8 µM | 330,000 compounds, 3% hits;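 active means inhibition of at least 50% at 8 µM in the primary screen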
Target sequence (O15151 whole entry, looked up): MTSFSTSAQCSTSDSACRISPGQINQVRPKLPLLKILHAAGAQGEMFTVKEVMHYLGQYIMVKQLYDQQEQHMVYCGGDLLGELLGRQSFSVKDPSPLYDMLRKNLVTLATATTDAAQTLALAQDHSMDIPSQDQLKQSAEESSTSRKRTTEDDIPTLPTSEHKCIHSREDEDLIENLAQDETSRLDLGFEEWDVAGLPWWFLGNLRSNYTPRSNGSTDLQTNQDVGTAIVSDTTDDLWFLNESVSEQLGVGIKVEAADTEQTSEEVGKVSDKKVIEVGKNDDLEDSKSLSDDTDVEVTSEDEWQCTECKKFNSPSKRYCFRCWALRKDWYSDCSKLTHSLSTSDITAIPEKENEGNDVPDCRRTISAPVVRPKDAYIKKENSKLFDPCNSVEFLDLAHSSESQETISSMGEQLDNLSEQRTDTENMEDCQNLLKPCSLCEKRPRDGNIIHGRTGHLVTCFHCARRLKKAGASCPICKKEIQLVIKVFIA
Target sequence (Q00987 whole entry, looked up): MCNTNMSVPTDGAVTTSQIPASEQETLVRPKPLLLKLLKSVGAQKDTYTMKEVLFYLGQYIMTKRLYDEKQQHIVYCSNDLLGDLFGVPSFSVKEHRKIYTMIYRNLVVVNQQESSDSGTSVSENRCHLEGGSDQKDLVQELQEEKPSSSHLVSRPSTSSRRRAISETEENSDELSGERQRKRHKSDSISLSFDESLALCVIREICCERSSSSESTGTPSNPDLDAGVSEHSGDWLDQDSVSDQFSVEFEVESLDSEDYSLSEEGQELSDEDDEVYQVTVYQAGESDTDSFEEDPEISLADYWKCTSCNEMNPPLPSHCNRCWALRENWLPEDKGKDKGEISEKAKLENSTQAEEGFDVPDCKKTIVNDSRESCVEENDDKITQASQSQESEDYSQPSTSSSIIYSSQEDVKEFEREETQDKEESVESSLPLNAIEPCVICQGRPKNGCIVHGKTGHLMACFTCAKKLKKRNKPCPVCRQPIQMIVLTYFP
XBP1 UPR activ: activators of adaptive arm of unfolded protein response (XBP1). CHO-XBP1 luciferase reporter, IRE1-XBP1 UPR activation, luminescence; percent of tunicamycin response, DMSO as zero. activation, % at 20 µM. 330,000 compounds, 0.33% hits. AID 463104;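 active means versus positive control, 20 µM dose yields 30% or more activation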;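 further: 100% = tunicamycin at 10 µg/mL and 0% = DMSO only wells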
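Material: CHO-XBP1 cells stably carrying IRE1-XBP1-driven luciferase reporter | Medium: F12 with 10% serum | Compound dosing: 20 µM single concentration, DMSO 1% | Incubation: Overnight seeding at 37 °C, 6 h compound treatment at 37 °C | Detection: Steady-Glo luminescence read | Read-out basis: % activation of reporter signal versus tunicamycin and DMSO controls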
An asterisk follows results filed as active.

SMILES	tim23-1 inh	UPR CHOP act	TIM10 inh	Jurkat NFkB inh	697 NFkB inh	tim10-1 inh	Mdm2-MdmX inh	XBP1 UPR activ
O=C(Nc1ccccc1)c1ccco1	2.7	7.0	-1.7	-7.4	-13.6	-26.0	3.7	4.0
N/C(Cc1ccc([N+](=O)[O-])cc1)=N\OC(=O)c1cccc(Br)c1	91.0*	-1.1	94.8*	5.8	4.9	70.3*	60.9*	2.4
CCC1NC(=S)NC(C)=C1C(=O)c1ccccc1 (stereo not drawn)	5.8	0.2	4.9	0.5	9.6	1.8	8.8	-3.3
CCCC(=O)Nc1c(-c2ccccc2OC)c(=O)c2ccccc2n1C	8.7	0.5	15.0	3.9	4.0	4.0	16.1	-1.6
O=S(=O)(c1ccc(OCc2ccc(Br)cc2)cc1)N1CCOCC1	3.6	2.2	7.2	6.8	0.9	-14.5	-4.7	0.3
COc1ccc(S(=O)(=O)N2CCC(C(=O)c3ccc4c(c3)OCCO4)CC2)cc1	59.1*	-1.4	59.7*	16.0	19.4	55.0*	-7.4	0.6
CC(NC(=O)c1cc(Br)cs1)C1CCCO1 (stereo not drawn)	12.7	-1.3	5.6	11.6	4.6	5.3	16.5	-3.1
COc1cccc(-c2nn(-c3ccccc3)cc2C(=O)O)c1	4.3	-1.1	-0.6	13.9	14.4	8.0	1.6	-1.3
COc1ccc(S(=O)(=O)NC(C)C(=O)Nc2ccccc2C(F)(F)F)cc1 (stereo not drawn)	12.8	-1.6	-5.9	-6.7	26.3	12.4	-3.1	-0.2
CCc1c(C(=O)NC2CCCc3ccccc32)[nH]c(C)c1C(C)=O (stereo not drawn)	11.5	-0.1	-0.6	-26.8	-301.0	7.5	84.6*	-5.0
COCCNC(=O)C(c1ccc(Cl)cc1)N(CCOC)C(=O)CCC(=O)Nc1nccs1 (stereo not drawn)	18.8	0.3	8.3	-7.4	-5.4	-2.1	-0.4	-3.1
COc1ccc(OC)c(NC(=O)COc2ccc(S(=O)(=O)NC(C)C)cc2)c1	29.6	1.3	29.6	8.8	18.2	26.1	24.9	-2.6
Cc1cc(/C=C2/SC(=O)N(CC(=O)N3CCOCC3)C2=O)c(C)n1-c1ccccc1F	-5.7	5.6	-11.0	-68.4	-115.5	-11.4	-11.6	11.5
O=C(O)c1cc(S(=O)(=O)Nc2ccccc2C(=O)O)ccc1O	11.1	2.6	0.0	10.0	13.4	0.7	9.0	2.1
COc1cccc(/C=C/C(=O)OCC(=O)c2cc(C)n(CC3CCCO3)c2C)c1OC (stereo not drawn)	18.4	-0.8	18.6	-6.8	1.7	24.4	-8.9	0.1
CCN(CC)CCN(C(=O)Cn1nnc(-c2ccc(OC)c(OC)c2)n1)C(C(=O)NC1CCCC1)c1ccc(F)cc1 (stereo not drawn)	12.0	0.2	8.0	7.6	1.5	1.1	74.7*	-2.7
CCSc1nnc(N2C(=O)c3ccc(C(=O)c4ccc(C(=O)O)cc4)cc3C2=O)s1	1.7	0.8	-14.2	5.2	12.4	-10.4	0.2	-1.0
CCC(C)C(NC(=O)c1ccccc1NC(=O)c1ccco1)C(=O)NNC(=O)c1ccc(OC)cc1 (stereo not drawn)	19.9	-0.8	2.4	7.1	10.6	8.0	11.4	-2.8
Cc1nc2ccc([N+](=O)[O-])cc2nc1C	-7.6	1.5	-19.6	3.7	7.8	12.5	14.5	0.1
CCCC(=O)Nc1ccccc1NC(=O)C1CCCCC1	10.6	-1.6	8.9	0.1	0.8	13.1	-9.1	2.1
CC(=O)c1cccc(N(C(=O)CNC(=O)c2ccco2)C(C(=O)NC2CCCC2)c2ccncc2)c1 (stereo not drawn)	1.7	1.2	10.5	-4.7	13.4	-20.8	24.3	-3.9
C/C(=N\Nc1cccc(C(F)(F)F)c1)c1ccc(O)cc1	15.8	7.5	9.4	-13.2	6.6	45.2*	-9.6	4.6
COc1ccc(S(=O)(=O)N2CCCC2C(=O)Nc2nnc(-c3cccnc3)s2)cc1 (stereo not drawn)	9.8	-0.2	2.3	9.7	19.0	-0.3	-5.8	-4.5
Cn1c(=O)c2ccccc2n(Cc2ccccc2Cl)c1=O	19.9	-0.8	1.0	-8.0	-42.8	10.3	-1.0	-4.1
O=C(c1ccc(Cl)c([N+](=O)[O-])c1)N(c1ccccn1)c1ccccn1	22.8	0.7	6.8	-0.8	17.6	19.1	18.8	1.2
Cc1cc(NC(=O)CCN2CCC(C(N)=O)CC2)ccc1Br	-7.9	4.1	-2.9	11.4	3.6	8.7	2.9	-0.7
O=C(Nc1ccccc1N1CCCCC1)C1CCN(S(=O)(=O)c2ccccc2C(F)(F)F)CC1	5.7	0.4	-3.7	4.0	-37.8	3.0	-11.6	-2.7
OC1CCNC(=S)N1c1ccccc1 (stereo not drawn)	14.9	3.1	-15.7	7.8	18.0	3.6	27.8	0.6
CN1C(=O)CS(=O)c2ccc(C(=O)NC3CC3)cc21 (stereo not drawn)	7.6	-1.1	3.2	-0.2	10.4	-3.6	-23.5	-2.9
Cc1cccc(C)c1NC(=O)CCCN1C(=O)C(c2ccccc2)Oc2cccnc21 (stereo not drawn)	11.7	-0.4	14.6	-1.2	-49.0	3.8	23.7	-3.3

Complete entries as entered above. Order of values: tim23-1 inh, UPR CHOP act, TIM10 inh, Jurkat NFkB inh, 697 NFkB inh, tim10-1 inh, Mdm2-MdmX inh, XBP1 UPR activ
Cn1c(=O)c2ccccc2n(Cc2ccccc2Cl)c1=O as listed: 19.9, -0.8, 1.0, -8.0, -42.8, 10.3, -1.0, -4.1
Cc1cccc(C)c1NC(=O)CCCN1C(=O)C(c2ccccc2)Oc2cccnc21 (stereo not drawn) as listed: 11.7, -0.4, 14.6, -1.2, -49.0, 3.8, 23.7, -3.3

Continued:
SMILES	tim23-1 inh	UPR CHOP act	TIM10 inh	Jurkat NFkB inh	697 NFkB inh	tim10-1 inh	Mdm2-MdmX inh	XBP1 UPR activ
COc1cc(C(=O)NCc2cccs2)ccc1OCc1c(C)noc1C	1.4	1.2	-5.5	11.0	21.1	-4.3	13.7	0.4
Cc1cccc(OCC(=O)NCC(=O)N/N=C/c2ccccc2)c1	23.9	-2.2	11.7	18.2	3.7	15.7	27.7	1.1
CCn1c(=Nc2ccc(N3CCOCC3)cc2)ccc2ccccc21	-8.3	-0.1	-7.0	13.2	7.2	1.4	27.9	-1.6
O=C(N/N=C/c1c[nH]c2ccccc12)c1cc(-c2cccc3ccccc23)n[nH]1	22.0	-0.8	29.3	38.8	-19.7	-0.3	58.4*	0.0
Cc1cc(N/C=C(\C#N)S(=O)(=O)c2ccc(Cl)cc2)nc(C)n1	0.4	1.6	-1.0	-15.7	-16.6	-3.0	10.8	0.8
O=c1[nH]c(CSc2cccc[n+]2[O-])nc2ccccc12	25.7	0.8	-4.1	-8.5	30.1	-4.1	-0.1	2.3
CN1CCN(c2ccc(NC(=O)c3ccccc3Br)cc2)CC1	8.2	4.1	2.8	-67.2	-9.6	-6.1	17.1	5.1
COc1ccc(CNC(=S)NCc2ccc(F)cc2)cc1	15.2	0.4	4.6	10.8	-23.2	21.5	7.8	-3.1
O=C1C=C(c2ccc3ccccc3c2)C[C@@H](c2ccc(Cl)cc2)C1	-0.1	2.3	8.7	-4.2	4.2	-6.6	17.3	1.2
COc1ccc2[nH]c(=O)c(CN(C(=O)c3cccnc3)c3cccc(C)c3)cc2c1	0.1	1.7	-12.8	-4.4	13.7	12.8	-6.6	1.5
CN(Cc1ccccc1)C(=S)NC(=O)C1CCCCC1	2.8	1.4	13.4	2.6	-3.7	28.8	-23.4	1.4
COC(=O)c1sc(S(=O)(=O)N2CCC(C(=O)O)CC2)c(C(=O)OC)c1C	1.3	-0.9	15.4	-11.8	-6.8	8.1	5.9	0.4
CN(C)c1ccc(C(=O)c2ccccc2C(=O)O)c(O)c1	0.0	-0.5	-13.1	-18.8	-3.8	-0.1	-5.9	-2.4
C/C(=N\NC(=O)CSc1nc2nc(C)cc(C)n2n1)c1ccccc1	11.2	-1.7	16.4	20.1	19.1	6.7	21.5	-0.4
CCOC(=O)C(=NC1CCS(=O)(=O)C1)NNc1ccc(Br)cc1 (stereo not drawn)	-65.3	1.0	-45.4	11.5	4.3	-73.2	-14.0	6.4

Eight entries from above, arranged by number of heavy atoms, ascending.
SMILES	tim23-1 inh	UPR CHOP act	TIM10 inh	Jurkat NFkB inh	697 NFkB inh	tim10-1 inh	Mdm2-MdmX inh	XBP1 UPR activ
CN(Cc1ccccc1)C(=S)NC(=O)C1CCCCC1	2.8	1.4	13.4	2.6	-3.7	28.8	-23.4	1.4
CN(C)c1ccc(C(=O)c2ccccc2C(=O)O)c(O)c1	0.0	-0.5	-13.1	-18.8	-3.8	-0.1	-5.9	-2.4
CN1CCN(c2ccc(NC(=O)c3ccccc3Br)cc2)CC1	8.2	4.1	2.8	-67.2	-9.6	-6.1	17.1	5.1
O=C1C=C(c2ccc3ccccc3c2)C[C@@H](c2ccc(Cl)cc2)C1	-0.1	2.3	8.7	-4.2	4.2	-6.6	17.3	1.2
CCn1c(=Nc2ccc(N3CCOCC3)cc2)ccc2ccccc21	-8.3	-0.1	-7.0	13.2	7.2	1.4	27.9	-1.6
COC(=O)c1sc(S(=O)(=O)N2CCC(C(=O)O)CC2)c(C(=O)OC)c1C	1.3	-0.9	15.4	-11.8	-6.8	8.1	5.9	0.4
O=C(N/N=C/c1c[nH]c2ccccc12)c1cc(-c2cccc3ccccc23)n[nH]1	22.0	-0.8	29.3	38.8	-19.7	-0.3	58.4*	0.0
COc1ccc2[nH]c(=O)c(CN(C(=O)c3cccnc3)c3cccc(C)c3)cc2c1	0.1	1.7	-12.8	-4.4	13.7	12.8	-6.6	1.5

The results go on.
SMILES	tim23-1 inh	UPR CHOP act	TIM10 inh	Jurkat NFkB inh	697 NFkB inh	tim10-1 inh	Mdm2-MdmX inh	XBP1 UPR activ
S=c1[nH]nc(-c2ccncc2)n1/N=C/c1cn(-c2ccccc2)nc1-c1ccccc1	-2.3	4.9	9.1	3.0	-18.2	-1.9	-9.2	9.7
COc1ccccc1C(C)NC(=O)c1cc(S(=O)(=O)N2CCCCC2)ccc1C (stereo not drawn)	14.0	-0.6	4.3	-11.4	-1.3	12.2	15.1	-0.4
CC(=O)c1cccc(NC(=O)NC2CC3CCCC(C2)N3CC(C)C)c1 (stereo not drawn)	8.0	1.4	8.3	5.5	12.3	10.9	-18.9	-1.5
Cc1cc(C)c(S(=O)(=O)N2CCN=C2c2ccccc2)cc1C	20.9	-1.5	-4.8	-7.7	-2.0	32.5	13.2	-0.6
C=CCNc1nc(C(=O)OCC(=O)Nc2cc(S(C)(=O)=O)ccc2Cl)cs1	-14.2	-1.7	-7.2	17.6	1.4	-7.1	-10.2	-2.9
O=C(O)C(Oc1ccc2c3c(c(=O)oc2c1)CCC3)c1ccccc1 (stereo not drawn)	10.7	-3.3	4.1	-13.6	-13.9	17.9	-41.9	-1.3
COc1c(C(O)CC(C)C)ccc2c1C(=O)OCc1cc(C)cc(O)c1O2 (stereo not drawn)	23.2	0.0	12.4	5.7	-5.8	25.3	2.3	-2.8
Oc1c(Br)cc(Br)cc1CNc1cccc2cccnc12	57.0*	1.9	25.7	25.4	-4.8	27.0	25.5	-1.4
O=C(COC(=O)CNC(=O)c1ccccc1F)Nc1ccc2[nH]c(=O)[nH]c2c1	-2.0	1.3	-11.7	-7.8	2.4	-10.7	3.2	2.4
O=C1c2ccccc2C(=O)C1Cc1cccc2ccccc12	40.5	-0.2	10.0	1.4	2.2	23.2	7.3	-0.3
Cc1cc(NC(=O)CSCC(=O)Nc2cccc(S(=O)(=O)N3CCCCCC3)c2)no1	13.1	3.3	2.5	-12.4	-28.3	7.7	20.7	0.2
CCN1C(=O)[C@H]2[C@@H](c3ccc(C)cc3)N3C(=O)N(c4ccccc4)C(=O)[C@@]3(CC)[C@H]2C1=O	-7.6	4.6	7.6	-12.2	-26.9	-14.6	-2.0	2.5
